Screening results from PubChem.
SW480 rereplic: induces DNA re-replication in SW480 colon adenocarcinoma cells | SW480 DNA re-replication, Hoechst DNA content imaging, 48 h | Potency, µM (titrated, usually from 46.1 µM), for inactives: at the highest dose re-replication activation, actives largely listed as activators | 340,000 compounds, 1.8% hits | AID 624297; further: potency means the concentration at half of the fitted maximal effect; % of control where 0% means no effect; nearly all actives have a fitted effect of over 55% in size
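Per well, 250 cells were exposed to pinned compound for 48 hr. Nuclear DNA was visualised with Hoechst (40 min, 37 C) and total object intensity recorded by fluorescence scanning.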
ATXN2 expr inh: reduces ATXN2 reporter expression in HEK-293 cells. Potency, µM (top dose mostly 57 µM), for inactives: top-dose activity change, negative = inhibition, hits mostly inhibitors. HEK-293 ATXN2-luciferase reporter, luminescence, 24 h. 360,000 compounds, 0.72% hits. AID 1745845; further: potency means the concentration at half of the fitted maximal effect; on the % scale 0 is the no-effect control and ±100 the full control effect; nearly all actives have a fitted effect of over 55% in size
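ATXN2-luciferase reporter cells (luciferase flanked by upstream and downstream ATXN2 gene portions) were treated 24 h at 37 °C with compounds at up to 57 uM. SteadyGlo luminescence gave expression; GF-AFC fluorescence gave viability.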
KB-3-1 tox: KB-3-1 parental cell cytotoxicity | KB-3-1 viability, CellTiter-Glo ATP luminescence, 72 h | Potency, µM (titrated, usually from 46.1 µM), for inactives: at the top dose activity change, negative = cytotoxic, actives largely listed as cytotoxic | 400,000 compounds, 1.4% hits; further: potency means the concentration at half of the fitted maximal effect; on the % scale 0 is the no-effect control and ±100 the full control effect; nearly all actives have a fitted effect of over 60% in size
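Parental KB-3-1 adenocarcinoma cells in phenol-red-free DMEM with 10% FBS were pin-treated with compounds at several concentrations, incubated 72 h at 37 °C, and viability read by CellTiter-Glo luminescence; concentration-effect curves were fitted after normalization.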
HT1080 IDH1KD tx: toxicity to HT-1080 IDH1 knockdown cells (counter line). HT-1080 IDH1 knockdown viability, ATP luminescence, 48 h. Potency, µM (titrated, usually from 46.1 µM), without a hit: at the top dose activity, negative = toxicity, hits mostly cytotoxic. 360,000 compounds, 2% hits. AID 686971;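 further: potency means the concentration at half of the fitted maximal effect; 0% = DMSO wells and -100% = cell-free medium wells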
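HT-1080-IDH1KD cells (IDH1 knocked down), 750/well in RPMI with 5% FBS, treated with compound 48 h at 37 degrees C. Viability by CellTiter-Glo luminescence, normalised to DMSO and no-cell wells; concentration-response curves classed.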
HepG2 tox: kills HepG2 cells in TGF-b inhibitor counter-screen; 410,000 compounds, 0.76% hits; AID 588856; HepG2 CAGA-GFP viability, ATP luminescence, 18 h; Potency, µM (top dose mostly 46.1 µM), for the others: at the top dose activity change, negative = cytotoxicity, hits mostly cytotoxic; further: potency means the concentration at half of the fitted maximal effect; some results filed as inactive show a strong effect at the top dose
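CellTiter-Glo luminescence gave cytotoxicity after 18 hours at 37 degrees C. The cells were HepG2 CAGA-GFP in 1% FBS DMEM, stimulated with 500 pg/mL TGF-beta after compound addition. %Activity was normalised to no-cell wells (complete cell-killing) and DMSO (no toxicity), and curves were fitted and classified.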
MCF10A rerep: induces DNA re-replication in MCF 10a normal breast cells | MCF 10A DNA re-replication, Hoechst nuclear intensity, 48 h | Potency, µM (doses to about 46.1 µM), for the others: top-dose activity, positive = re-replication, usual class: activators | 350,000 compounds, 2.9% hits; further: potency means the concentration at half of the fitted maximal effect; % of control where 0% means no effect; nearly all actives have a fitted effect of over 50% in size
HT1080-NT tox: kills 2HG-producing HT-1080-NT fibrosarcoma cells; Potency, µM (doses to about 46.1 µM), without a hit: top-dose activity, negative = less viability, hits mostly cytotoxic; 360,000 compounds, 1.6% hits; HT-1080-NT fibrosarcoma viability, CellTiter-Glo ATP luminescence, 48 h;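 further: NT is the 2HG producing partner of a matched IDH1 knockdown line; potency means the concentration at half of the fitted maximal effect; 0% = DMSO-treated cells and -100% = media-only wells without cells; nearly all actives have a fitted effect of over 55% in size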
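Luminescent CellTiter-Glo readout after 48 hours of compound exposure at 37 degrees C defined viability of HT-1080-NT cells. Activity was normalized to DMSO wells and cell-free media wells; concentration-response curves were fitted and assigned curve classes.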
IL1B secr inh: inflammasome signaling inhibition, IL-1 beta readout; THP-1 LPS/ATP IL-1B secretion, AlphaLISA, 16 h; stronger effect = lower value; activity change, % at 57.5 µM; 360,000 compounds, 4.7% hits; in the data active means activity change below about -50%; inconclusive means mostly about -30% to -49%; further: on the % scale 0 is the no-effect control and ±100 the full control effect
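Secreted IL-1B measured by AlphaLISA bead assay after 16 h compound exposure of THP-1 cells; compounds (final up to 57.5 uM) added 1 h before LPS (250 ng/mL) and ATP (1.25 mM) stimulation; lower signal means less secretion.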
ATXN viability: reduces viability in counter-screen for ATXN expression inhibitors. S2 cells (HEK-293 line with an ATXN2-luciferase reporter) viability, CellTiter-Fluor protease fluorescence, 24 h. Potency, µM (doses to about 56.7 µM), hits mostly cytotoxic. 400,000 compounds, 0.49% hits; further: potency means the concentration at half of the fitted maximal effect; nearly all actives have a fitted effect of over 40% in size
The depositor's hits bear a star; i = inactive; ? = inconclusive; . = not tested or not shown; & = joins results of further samples; [ ] = another dose, or the depositor's remark. Unless noted, the call rests on the fitted dose curve; in most records, active means well fitted curve in the direction sought with a large enough effect; inconclusive means small, poorly fitted or top-dose-only effect, or another doubt; inactive means no such curve, though single readings can be large; an effect the other way counts as inactive or inconclusive. Not a hit list; 8.9% or so of the library scored in one or more.

structure	SW480 rereplic	ATXN viability	ATXN2 expr inh	KB-3-1 tox	HepG2 tox	HT1080 IDH1KD tx	HT1080-NT tox	MCF10A rerep	IL1B secr inh
CN(C)S(=O)(=O)c1cccc(NC(=O)NCCCl)c1	-13%	i	3%	-4%	-13%	10%	11%	-2%	10
Cn1c(=O)oc2cc(S(=O)(=O)N3CCCC(C(=O)NC4CCCc5ccccc54)C3)ccc21 (stereo unspecified)	-2%	?	?	5.8µM*	-35%	2%	-1%	1%	12
Cc1ccccc1OC(=O)CCC(=O)OCCCC(F)(F)C(F)(F)F	-6%	i	-10%	3%	-6%	2%	6%	0%	20
Cc1cc(OC(C)C(=O)N2CCN(CCc3ccccn3)CC2)ccc1Cl (stereo unspecified)	.	i	0%	27%	8%	.	.	.	.
O=S(=O)(c1ccc(Cl)cc1)N1CCn2c1nc1ccccc12	?	i	-12%	-9%	6%	-1%	-17%	2%	-14
Cc1ccc(S(=O)(=O)N2CCOCCOCCOCCOCCOCC2)cc1	-1%	i	5%	26%	0%	12%	7%	-3%	15
COc1ccc(S(=O)(=O)N2CCOCC2)cc1NS(=O)(=O)/C=C/c1ccccc1	5%	i	-13%[11.3 µM]	4%	-2%	-6%	3%	-1%	12
CCN(CC)C(=O)Cn1cc(C(=O)C(=O)Nc2ccc3c(c2)OCO3)c2ccccc21	.	?	.	-6%	-10%	-16%	-21%	.	-21
COc1ccc(NC(=O)CN(C)C(=O)c2cc(-c3ccncc3)nc3ccccc23)cc1	-1%	i	0%	-4%	-17%	-22%	-10%	19%	-20
CCCCCNC(=O)C(c1ccc(OC)cc1)n1c(=O)c(-c2ccccc2)nc2ccccc21 (stereo unspecified)	.	.	.	-10%	.	-17%	-21%	.	-10
CC/C(=N\NS(C)(=O)=O)c1ccccc1	-3%	i	-15%	-8%	0%	-1%	-4%	1%	-3
CN(c1ccc(OCC(=O)N2CCOCC2)cc1)S(=O)(=O)c1ccc(F)cc1	-4%	i	-8%	-1%	9%	-3%	0%	12%	18
CCN(CC)S(=O)(=O)c1ccc(N2CCOCC2)c(NC(=O)C2=COCCO2)c1	0%	i	-11%	-14%	-10%	9%	5%	3%	-8
O=C(CCCNC(=O)c1ccc(Cl)cc1)NCc1ccccc1Cl	-16%	i	-6%	-5%	-11%	-8%	2%	4%	-2
Cc1cc(C)n2nc(C(=O)OCC(=O)N(C)CC(=O)Nc3ccc(F)cc3)nc2n1	-3%	i	.	3%	-17%	-5%	0%	-4%	15
Cc1cc(C)c2c(c1)c1nnc(SCCN3CCCCC3)nc1n2C	2%	?	?	-22%	-7%	-12%	-6%	14%	-72*
NC(=S)N/N=C1/CCSc2ccc3ccccc3c21	-3%	i	-19%	-7%	-20%	?	26µM*	?	-95*
COc1ccc(/C=N/NC(=O)c2cc(C)on2)c2ccccc12	-8%	i	-17%	11%	-32%	16%	16%	2%	-17
CN(CC(=O)Nc1cc(C(F)(F)F)ccc1-n1cncn1)Cc1nc2ccccc2c(=O)[nH]1	0%	i	-7%	19%	-91%	-3%	2%	1%	-12
COc1cc(C[C@@H]2C(=O)OC[C@H]2Cc2ccc(OC)c(OC)c2)ccc1O	2%	i	-9%	-4%	-16%	-10%	0%	5%	3
CC(/C=C1\SC(=S)N(CC(=O)O)C1=O)=C\c1ccccc1	7%&-8%	i	31%	11%	-29%	19%	9%	?	-10
COC(=O)c1ccc(CSc2nc3sc(C(=O)O)c(C)c3c(=O)[nH]2)cc1	0%	i	2%	1%	1%	14%	2%	-1%	-14
Cc1ccc(S(=O)(=O)N(C)CC(=O)N2CC(C)OC(C)C2)cc1 (stereo unspecified)	-7%	i	-5%	-6%	8%	19%	16%	1%	23
Cc1nc(N/C(N)=N/S(=O)(=O)c2ccc([N+](=O)[O-])cc2)nc2ccccc12	-7%	i	-18%	9%	-11%	2%	19%	-2%	0
CCOC1=C2CN(S(=O)(=O)c3ccc(C)cc3)[C@H](c3cccc4ccccc34)C[C@H]2C(C#N)(C#N)C(C#N)(C#N)C1	.	.	14µM*	0%	-43%	?	?	.	-26
COc1ccc(Cl)cc1NC(=O)C(C)N(C)Cc1cccc(Cl)c1Cl (stereo unspecified)	.	i	-14%	-6%	0%	-16%	-4%	?	5
Cc1cccc(OCc2nnc(SCC(=O)Nc3cccc(C(=O)N4CCOCC4)c3)n2C)c1	?	i	5%	-1%	-17%	2%	9%	-1%	9
COc1ccc(OC)c(CCNC(=O)c2ccc3c(c2)N(Cc2ccc(C)cc2)CCS3)c1	.	i	-6%	1%	-8%	.	.	.	.
Cc1cc(C)n(/C(=C\N(C)C)C(=O)c2cccc([N+](=O)[O-])c2)n1	-1%	?	.	-3%	8%	0%	0%	0%	7
CCOc1ccc(S(=O)(=O)N2Cc3ccccc3CC2C(=O)NCCCn2ccnc2)cc1 (stereo unspecified)	-1%	i	18%	1%	2%	5%	-20%	10%	-26
CC(C)(C)NC(=S)NNC(=O)c1ccccc1Cl	-3%	i	2%	6%	3%	21%	14%	0%	34
Cc1ccc(Cl)cc1NC(=O)CSc1nncn1-c1ccccn1	-3%	i	-2%	12%	-29%	-1%	3%	-6%	10
Cc1cccc(Cn2c(=O)n(CC3CCC(C(=O)NC(C)C)CC3)c(=O)c3sccc32)c1 (stereo unspecified)	.	i	9%	12%	4%	.	.	.	.
CCCOc1ccccc1NC(=O)/C=C/C(N)=O	13µM*	.	-32%	3%	-31%	10µM*	?	4.5µM*	-6
Cc1cnc(CNC(=O)CC2C(=O)NCCN2Cc2ccccc2C(F)(F)F)cn1 (stereo unspecified)	0%	?	-2%	.	1%	-1%	-1%	0%	12
COc1ccc(C)cc1NC(=O)Cn1c(=O)c(C(F)(F)F)nc2ccccc21	.	i	14%	3%	13%	.	.	.	.
COCCNc1nc(Oc2cccc(F)c2)c2sccc2n1	.	i	-11%	0%	-8%	-18%	-13%	.	-19
CC12CN(S(=O)(=O)c3ccccc3)CC(C)(CN(S(=O)(=O)c3ccccc3)C1)C2	2%	i	1%	-6%	0%	2%	19%	-4%	-2
Cc1cc(C(=O)N2CCN(c3ccccc3Cl)CC2)c(C)o1	?	i	-20%	0%	-5%	-17%	-24%	?	?
Cc1ccc(Cn2c(CCNC(=O)C(C)C)nc3ccccc32)cc1	.	i	-13%	-8%	-18%	.	.	.	.
Cc1nc2ccc(NC(=O)c3ccc(S(=O)(=O)N(C)c4ccccc4)cc3)cc2s1	10%	?	30µM*	-21%	1%	?	-8%	?	-62*
CNS(=O)(=O)c1cccc(C(=O)OCC(=O)N(Cc2ccccc2)C(C)(C)C)c1	-8%	i	-12%	-17%	19%	1%	18%	7%	2
COc1ccc(C(=O)Nc2nc3cc(OC)c(OC)cc3c(=O)[nH]2)cc1	?	?	?	4%	-6%	-16%	?	?	23
O=C(Cn1ncn2c(cc3ccccc32)c1=O)NCCC1=CCCCC1	18%	i	1%	-8%	-9%	-2%[9.24 µM]	?	0%	-4
Cc1ccc(/C(O)=C2/C(=O)C(=O)N(CCN3CCOCC3)C2c2ccccn2)cc1 (stereo unspecified)	-3%	i	-2%	6%	-22%	6%	8%	-5%	-5
Cc1cnc(CNC(=O)c2ccc3sc([C@H]4C[C@H](O)[C@@H](CO)O4)nc3c2)cn1	.	i	6%	0%	0%	12%	?	.	48
CCN(Cc1nc2cc(Cl)ccc2c(=O)[nH]1)C(=O)C1CC(=O)N(c2cccc3ccccc23)C1 (stereo unspecified)	-14%	i	2%	-3%	-18%	-12%	-2%	-5%	-17
COC(=O)c1ccccc1NC(=O)Nc1nnc(N2CCCCC2C)s1 (stereo unspecified)	-10%	?	5%	0%	-13%	-16%	-9%	-1%	-9
O=C(CN1C(=O)c2ccccc2C1=O)N(CCO)Cc1ccccc1	-12%	i	12%	1%	0%	5%	3%	-4%	-7
COc1ccc(C(=O)N/C(N)=N/c2nc3ccccc3o2)cc1	17%	i	-7%	?	-43%	?	?	?	7
O=C(O)c1ccc(-n2cccc2/C=N\NC(=O)c2cc3cc(Br)ccc3o2)cc1	7%	i	0%	5%	-5%	-1%	-14%	-3%	8
O=c1c(Cc2c(F)cccc2Cl)c(O)ccn1CCCN1CCOCC1	-22%	i	.	-4%	18%	-5%	-3%	7%	-13
Oc1cc2c(cc1CN1CCc3ccccc3C1)OCO2	-4%	i	2%	-25%	-28%	-2%	-3%	0%	-22
COc1ccc(NC(=O)N(C)C[C@H]2OCc3cnnn3CCCC(=O)N([C@@H](C)CO)C[C@H]2C)cc1	.	i	7%	?	0%	1%	7%	.	17
CC(C(=O)Nc1ccc(F)c(F)c1F)N1CCCCCC1 (stereo unspecified)	0%	i	5%	8%	-7%	19%	8%	14%	-18
Cc1cccc(C(=O)NNC(=O)c2ccc(S(=O)(=O)N3CCOCC3)cc2)c1	0%	i	-21%	-2%	-26%	-2%	1%	17%	15
Cc1ccccc1OCCC(=O)Nc1cccc(S(=O)(=O)Nc2ccccc2Cl)c1	5%	i	3%	?	-23%	-2%	-7%	?	3
Cc1ccc(NC(=O)CCN2CCCCC2)cc1	8%	i	.	5%	3%	1%	1%	2%	-11
